High-throughput results: PubChem BioAssay, National Center for Advancing Translational Sciences (NCATS)
Tb PFK inh: blocks T. brucei phosphofructokinase; T. brucei PFK, ADP-Glo luminescence; actives 0.17% (n = 330,000); O15648; Potency, µM (doses to about 57.5 µM), for the others: top-dose activity, negative = inhibition, usual class: inhibitors; AID 485367;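 also: potency is read from the fitted curve at half-maximal effect; 0% = uninhibited 1x PFK enzyme wells and -100% = no-enzyme wells; nearly all actives have a fitted effect of over 60% in size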
Target sequence (O15648 whole entry, looked up): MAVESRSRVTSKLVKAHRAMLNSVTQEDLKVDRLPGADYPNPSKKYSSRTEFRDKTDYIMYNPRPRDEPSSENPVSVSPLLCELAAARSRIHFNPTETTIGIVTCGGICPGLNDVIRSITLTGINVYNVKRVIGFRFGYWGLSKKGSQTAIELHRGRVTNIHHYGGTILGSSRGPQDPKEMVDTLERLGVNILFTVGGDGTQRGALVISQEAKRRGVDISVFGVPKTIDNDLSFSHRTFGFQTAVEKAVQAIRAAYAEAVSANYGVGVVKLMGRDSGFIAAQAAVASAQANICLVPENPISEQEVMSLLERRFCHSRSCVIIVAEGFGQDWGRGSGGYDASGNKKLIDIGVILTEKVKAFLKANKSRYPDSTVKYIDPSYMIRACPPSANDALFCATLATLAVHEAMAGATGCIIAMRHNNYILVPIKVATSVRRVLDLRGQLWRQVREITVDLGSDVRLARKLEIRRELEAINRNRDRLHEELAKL
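1.25 nM PFK with 0.5 mM F6P and 0.1 mM ATP in 0.1 M TEA pH 8.0, 5 mM MgCl2, incubated 45 min at room temperature; ADP measured by ADP-Glo luminescence; compounds titrated up to 57 uM.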
Menin-MLL TR inh: displaces Texas Red mutant MLL peptide from human menin | AID 1768 | Menin + Texas Red MLL mutant peptide, fluorescence polarization | Potency, µM (top dose mostly 61.6 µM), for the others: at the highest dose FP activity change, negative = inhibition, actives largely listed as inhibitors | O00255 | actives 0.23% (n = 270,000); active = well fitted inhibition curve with a large enough effect in the polarisation, with a control signal flat, not every such curve was filed as active; inconclusive = small, poorly fitted or top-dose-only effect, or effect the other way, or a change in a side signal; inactive = no such curve, though single readings can be large or run the other way; the % refers to the polarisation; also: potency is read from the fitted curve at half-maximal effect; % of control where 0% means no effect; many of its hits are not listed in these tables
TSG101-PTAP inh: blocks PTAP/TSG101 interaction to inhibit HIV-1 budding; Fluorescence polarization, FITC-PTAP peptide / Tsg101 binding; Potency, µM (doses to about 115 µM), for inactives: at the top dose activity change, negative = inhibition, most hits filed as inhibitors; 340,000 tested, under 10 active; AID 493005; active = well fitted inhibition curve with a large enough effect in the main read-out, with a control signal flat, not every such curve was filed as active; inconclusive = small, poorly fitted or top-dose-only effect, or effect the other way, or a change in a side signal; inactive = no such curve, though single readings can be large or run the other way; also: potency is read from the fitted curve at half-maximal effect; % of control where 0% means no effect
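Tsg101 binding domain (10 uM final) was mixed with compound and a FITC-labeled PTAP peptide (50 nM final) in HEPES pH 7.5 buffer with NaCl, Tween 20, EDTA and TCEP; fluorescence polarization was read after 20 min at r.t.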
a7 integrin act: activators of alpha7 integrin expression for muscular dystrophy; alpha7betagal myoblasts, beta-gal FDG fluorescence, 48 h; Potency, µM (doses to about 38.3 µM), without a hit: top-dose activation, hits mostly activators; actives 0.064% (n = 350,000); AID 624291;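 also: potency is read from the fitted curve at half-maximal effect; 100% = response of the positive control SU9516; nearly all actives have a fitted effect of over 60% in size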
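alpha7betagal+/- myoblasts (passage 13, 250/well) treated 48 h at 37C with compounds at 1:260 dilution of DMSO stock. Lysed, then beta-galactosidase activity read as FDG fluorescence (ex 480/em 540) after 30 min, with pre-read for autofluorescence.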
Giardia killer: kills Giardia lamblia; Giardia lamblia trophozoite viability; actives 0.15% (n = 340,000); AID 540267; activity change, % at 7.66 µM, hits read low; in the data active = activity change below about -80%; inconclusive = between about -30% and that limit;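 also: parasites exposed to compound for two days anaerobically before the ATP read; % is scaled to controls: 0 for no effect and ±100 for the full control effect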
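Killing of trophozoites was scored by loss of ATP luminescence after a 48 hrs anaerobic exposure to compounds at 37 deg C, using 100 cells per well.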
PKM2 act: increases activity of human pyruvate kinase M2; P14618; purified PKM2, Kinase-Glo ATP luminescence, activation; response scale: 0% is enzyme alone, no compound; Potency, µM (titrated, usually from 57.5 µM), for the others: at the top dose activation, usual class: activators; actives 0.34% (n = 260,000); AID 1631; also: potency is read from the fitted curve at half-maximal effect; % is scaled to controls: 0 for no effect and ±100 for the full control effect; nearly all actives have a fitted effect of over 55% in size
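ATP formation by purified human PK-M2, quantified via coupled luciferase luminescence after 1 h at room temperature with 0.1 mM ADP and 0.5 mM PEP final.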
GALK inhibitor: galactokinase (human) inhibition; actives 0.007% (n = 270,000); Purified GALK, Kinase-Glo residual ATP luminescence; Potency, µM (titrated, usually from 57.5 µM), for inactives: at the highest dose activity change, negative = inhibition, most hits filed as inhibitors; P51570; also: potency is read from the fitted curve at half-maximal effect; % is scaled to controls: 0 for no effect and ±100 for the full control effect
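Quantitative HTS: GALK 5 nM, ATP 35 uM, galactose 100 uM, 1 h room temperature, then luciferase-based ATP detection.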
B2AR arrestin: recruits beta-arrestin to the human beta2-adrenergic receptor | P07550 | actives 0.02% (n = 330,000) | Potency, µM (highest dose often 46.1 µM), inactives show top-dose activation, actives largely listed as activators | beta-arrestin recruitment to beta2AR, cell-based reporter;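 also: potency is read from the fitted curve at half-maximal effect; 0% = DMSO controls and full agonism = EC100 isoproterenol or metaproterenol; nearly all actives have a fitted effect of over 65% in size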
Chronic BCR inh: inhibitors of chronic active B-cell receptor signaling; ABC-DLBCL IkBa-CBG/CBR reporter, luminescence ratio, 4 h; Potency, µM (doses to about 46.1 µM), inactives show top-dose ratio change, negative = lower green/red ratio, most hits filed as inhibitors; actives 0.05% (n = 340,000); active = well fitted inhibition curve with a large enough effect in the signal ratio, with a control signal flat, not every such curve was filed as active; inconclusive = small, poorly fitted or top-dose-only effect, or effect the other way, or a change in a side signal; the % refers to the signal ratio;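 also: potency is read from the fitted curve at half-maximal effect; plate controls were basal doxycycline-induced cells for no effect and cells given 10 µM MG132 for full effect; MG132 reads +100%, hits lower the ratio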
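TMD8 human ABC-DLBCL cells with doxycycline-inducible IκBα–green luciferase fusion and unfused red luciferase, in 0.5% FBS medium; compounds up to 46 uM, 4 h at 37C. Green/red luminescence ratio, filter-overlap corrected, fitted to concentration-response curves.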
ASM inhibitor: human S-ASM enzyme inhibition; P17405; Potency, µM (doses to about 57.5 µM), for inactives: top-dose activity change, negative = inhibition, actives largely listed as inhibitors; placental ASM, HMU-PC fluorogenic substrate, 60 min; actives 0.006% (n = 340,000); also: potency is read from the fitted curve at half-maximal effect
Target sequence (P17405 47-631 limits assumed): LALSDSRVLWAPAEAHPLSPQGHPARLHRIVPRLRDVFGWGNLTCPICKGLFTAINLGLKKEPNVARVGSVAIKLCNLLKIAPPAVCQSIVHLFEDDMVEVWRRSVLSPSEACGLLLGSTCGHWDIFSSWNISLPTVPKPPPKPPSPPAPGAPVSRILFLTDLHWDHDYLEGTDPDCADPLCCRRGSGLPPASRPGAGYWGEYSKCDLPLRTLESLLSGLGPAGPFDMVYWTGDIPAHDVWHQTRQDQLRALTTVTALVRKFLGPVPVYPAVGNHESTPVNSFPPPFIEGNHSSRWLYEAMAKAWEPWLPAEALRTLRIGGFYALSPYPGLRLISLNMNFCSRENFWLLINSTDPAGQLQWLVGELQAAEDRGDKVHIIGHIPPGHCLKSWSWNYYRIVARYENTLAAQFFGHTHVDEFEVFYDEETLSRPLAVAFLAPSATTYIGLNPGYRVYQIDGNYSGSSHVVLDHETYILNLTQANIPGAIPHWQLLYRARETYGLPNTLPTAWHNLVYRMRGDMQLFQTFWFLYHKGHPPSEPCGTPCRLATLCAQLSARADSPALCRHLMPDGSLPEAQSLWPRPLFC
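Steps: dispense placental human ASM, pin compound, wait 10 min at room temperature, add HMU-PC0 substrate at 9 uM final, incubate 60 min at 37 °C, add stop solution raising pH to 10, read fluorescence.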
Coupling enz: coupling enzyme interference in Giardia aldolase counter-screen | coupling enzyme system counterscreen, AmpLite Red fluorescence | actives 0.67% (n = 290,000) | activity change, negative = inhibition, % at 58.2 µM, hits read low; in the data active = activity change below about -30%; also: % is scaled to controls: 0 for no effect and ±100 for the full control effect
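Fluorescence at 525 nm excitation and 598 nm emission measured inhibition of the coupled detection system without aldolase. Compounds (at 57.5 uM final) were preincubated 10 min at room temperature with coupling enzyme reagent before a 20 min substrate/AmpLite Red step.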
* hit, by the source's call; ? = inconclusive; / = not tested or not shown; & = joins results of further samples; [ ] = dose if it differs, or a comment. Unless noted, calls follow the shape of the dose curve; as a rule, active = well fitted curve in the direction sought with a large enough effect; inconclusive = small, poorly fitted or top-dose-only effect, or another doubt; inactive = no such curve, though single readings can be large; an effect the other way counts as inactive or inconclusive. An excerpt, so the mix of outcomes need not match the whole.

SMILES	Tb PFK inh	Menin-MLL TR inh	TSG101-PTAP inh	a7 integrin act	Giardia killer	PKM2 act	GALK inhibitor	B2AR arrestin	Chronic BCR inh	ASM inhibitor	Coupling enz
CC(=O)NN1C(=O)c2ccccc2NC1c1cccnc1 (centres undefined)	2%	-1%	-2%	26%	-3	14%	-1%	-0.2%	-11%	175%[activator]	4
COc1cccc(NP(=O)(Oc2ccccc2Cl)Oc2ccccc2Cl)c1	2%	0%	1%	-24%	2	7%	-2%	-0.6%	?	-10%	-4
Cc1ccc(-c2nc3ccccc3c(=O)n2-c2ccc(O)cc2)cc1	4%	-13%	0%	-15%	-8	-3%	-3%	-0.6%	?	0%	4
CCC(Sc1nc(C)cc(C)n1)C(=O)O (centres undefined)	-1%	6%	1%	18%	9	3%	4%	0.2%	?	4%	3
COP(=O)(OC)C(Nc1ccccc1)c1ccccc1 (centres undefined)	-1%	-10%	-5%	-1%	18	-4%[11.5 µM]	-1%	0.0%	3%	-5%	-9
COC(=O)C(O)(c1ccc(NC(=O)Oc2ccccc2)cc1)C(F)(F)F (centres undefined)	-6%	5%	-1%	10%	-19	-6%	2%	-1.7%	?	1%	0
Cc1c(N=Nc2c(O)[nH]c(=O)[nH]c2=O)c(=O)n(-c2ccccc2)n1C	-9%	-5%	0%	?	-7	19%	7%	-0.1%	3%	-1%	-7
Cn1c(O)c(C(c2ccncc2)c2c(O)n(C)c(=S)n(C)c2=O)c(=O)n(C)c1=S	-2%	/	-1%	14%	15	-2%	-3%	0.1%	-2%	3%	3
NCC(O)c1ccc(O)cc1 (centres undefined)	-15%	-2%&-8%&12%&9%&-13%	1%	/	52[activator]	-15%&-2%	1%	-0.2%	-12%	-2%	2&1&1
O=C(CCc1nnc2ccc(NCc3ccccc3)nn12)N1CCC2(CC1)OCCO2	-6%	/	1%	-34%	17	/	7%	0.1%	-2%	0%	/
C=CCNC(=S)NNC(=O)c1cccn(Cc2ccc(Cl)c(Cl)c2)c1=O	8.5µM*	33%[activator]	-1%	5%	-24	-8%	-1%	0.2%	?	31%[activator]	0
COC(=O)C1=C(c2ccc(OC(F)(F)F)cc2)C[C@@H]2CC[C@H]1N2C(=O)NCc1ccc(F)cc1	1%	/	-11%	-10%	0	/	/	0.2%	?	-4%	/
C[C@]12CCC(=O)C=C1CCC1C2CC[C@@]2(C)C1CC[C@@]2(O)CC#N (some centres undefined)	-4%	10%	-2%	24%	1	2%	3%	0.5%	-20%	4%	2
CCOC(=O)CSc1ccc(C(=O)N2CCC3(CC2)OCCO3)cc1[N+](=O)[O-]	1%	16%	0%	-50%[inhibitor]	-1	/	1%	-0.1%	8%	-1%	3
O=C(O)CSC(=S)N1CC2CC(C1)c1cccc(=O)n1C2 (centres undefined)	7%	5%	-12%	8%	5	-30%	0%	0.4%	-3%	-5%	1
COc1ccc(C(=O)OC2C[C@H]3CC[C@@H](C2)N3O)cc1OC (some centres undefined)	0%	-22%	-6%	-24%	-1	/	-1%	0.1%	-15%	3%	-2
N[C@@H](Cc1ccc(N(CCCl)CCCl)cc1)C(=O)O	4%	-3%	1%	/	4	/	/	-0.5%	-6%	5%	/
CN(C)CCCN=Cc1c(O)n(CCc2ccccc2)c(=O)[nH]c1=O	0%	-13%	-1%	-9%	8	3%	-1%	-0.2%	4%	0%	2
COc1cc2occc2c2oc(=O)ccc12	0%	-5%&0%&13%	-6%	1%	-2	0%	/	-1.0%	3%	3%	0&2&2
O=C(c1cc(-c2ccc(Cl)cc2)n(-c2ccc(Cl)cc2Cl)n1)N1CCOCC1	-11%	?	-5%	10%	-16	2%	-4%	0.3%	4%	28µM*	-19
COc1cccc(C2CCN(CC(=O)Nc3cc(Cl)ccc3OC)CC2O)c1 (centres undefined)	2%	-4%	-2%	-9%	-6	/	0%	0.2%	?	-3%	-1
CC1(C)CN2C(c3ccc(Cl)cc3)N2C1 (centres undefined)	-1%	-1%	-3%	-10%	-13	-5%	4%	0.2%	0%	0%	3
O=C(c1ccc2nc(-c3ccco3)c(-c3ccco3)nc2c1)N1CCC2(CC1)OCCO2	-3%	-12%	-5%	12%	10	-1%	1%	-0.5%	7%	235%[activator]	-45*
O=C(NCCc1c[nH]c2ccccc12)OCCSS(=O)(=O)O	24µM*	?	-3%	-8%	-13	-3%	-3%	-0.3%	?	3%	15
CCC(=NCCCO)c1c(O)n(-c2ccc(OC)cc2)c(=O)[nH]c1=O	-2%	-6%	1%	4%	-5	-5%	4%	-0.2%	0%	1%	0
COC(=O)c1cccc(N=Cc2c(O)n(Cc3ccc(F)cc3)c(=O)[nH]c2=O)c1	0%	/	2%	23%	1	-1%	0%	-0.7%	-2%	376%	1
COc1cccc(C(=O)N2CCN(Cc3ccccn3)CC2)c1OC	0%	?	-1%	?	18	6%	1%	-0.9%	0%	-1%	-55*
Cc1ccc(-n2c(O)c(/C=N/c3ncc(Br)cc3Br)c(=O)[nH]c2=O)cc1	2%	-7%	1%	32%	14	-28%	1%	0.2%	2%	30%	0
C=CCN1C(=O)NC(=O)/C(=C/c2ccoc2)C1=O	-3%	?	-2%	14%	7	-9%	2%	-2.3%	1%	2%	2
CCOc1cc(C(=O)N2CCC3(CC2)OCCO3)cc(OCC)c1OCC	-4%	6%	/	-3%	-6	1%	0%	0.0%	-22%	-2%	3
CN1CCC2(O)OCCCC2C1 (centres undefined)	0%	14%	-2%	-2%	-1	0%	1%	0.5%	?	1%	4
C[N+]1(C)CCOC(O)(c2ccc(-c3ccc(C4(O)C[N+](C)(C)CCO4)cc3)cc2)C1 (centres undefined)	2%	6%&0%	-2%	/	-6	-14%	0%	1.1%	?	-1%	3
Cc1ccc(C2(O)CCN3CCCCC32)cc1 (centres undefined)	-1%	1%	0%	13%	-5	2%	5%	-0.4%	3%	3%	7
COC(=O)C1=C(c2ccc(C(C)=O)cc2)C[C@@H]2CC[C@H]1N2C(=O)N1CCCC1	-1%	/	1%	-19%	8	/	/	-0.9%	0%	-1%	/
O=c1[nH]c(O)c(C=Nc2ccc(F)c(Cl)c2)c(=O)[nH]1	-24%	6%	3%	15%	-9	/	/	-0.4%	-1%	-1%	1
Cc1ccc(Cl)cc1NC(=O)C[n+]1ccc(Cc2ccc([N+](=O)[O-])cc2)cc1	?	-16%	-2%	-18%	-4	4%	0%	0.2%	14%	-4%	-44*
Cc1cc(C)[n+](C2C3CC4CC(C3)CC2C4)o1 (centres undefined)	0%	-13%	-1%	-16%	6	0%	0%	-1.0%	-2%	2%	2
O=C(c1ccccc1)c1cn(CC(=O)N2CCOCC2)c2ccccc12	0%	-12%	-2%	-23%	23	-3%	0%	-0.1%	-1%	2%	4
Cc1c2cnn(CC(=O)N3CCC4(CC3)OCCO4)c(=O)c2c(C)n1Cc1cccc(Cl)c1	-23%	-15%	-13%	-18%	-12	/	2%	0.0%	0%	-2%	1

Among those listed so far, two have an aryl thioether with sulfur outside any ring:
SMILES	Tb PFK inh	Menin-MLL TR inh	TSG101-PTAP inh	a7 integrin act	Giardia killer	PKM2 act	GALK inhibitor	B2AR arrestin	Chronic BCR inh	ASM inhibitor	Coupling enz
CCC(Sc1nc(C)cc(C)n1)C(=O)O (centres undefined)	-1%	6%	1%	18%	9	3%	4%	0.2%	?	4%	3
CCOC(=O)CSc1ccc(C(=O)N2CCC3(CC2)OCCO3)cc1[N+](=O)[O-]	1%	16%	0%	-50%[inhibitor]	-1	/	1%	-0.1%	8%	-1%	3

Profiles as entered above.
`Cc1c2cnn(CC(=O)N3CCC4(CC3)OCCO4)c(=O)c2c(C)n1Cc1cccc(Cl)c1` is listed with Tb PFK inh = -23%; Menin-MLL TR inh = -15%; TSG101-PTAP inh = -13%; a7 integrin act = -18%; Giardia killer = -12; PKM2 act = /; GALK inhibitor = 2%; B2AR arrestin = 0.0%; Chronic BCR inh = 0%; ASM inhibitor = -2%; Coupling enz = 1
`Cc1cc(C)[n+](C2C3CC4CC(C3)CC2C4)o1` (centres undefined) is listed with Tb PFK inh = 0%; Menin-MLL TR inh = -13%; TSG101-PTAP inh = -1%; a7 integrin act = -16%; Giardia killer = 6; PKM2 act = 0%; GALK inhibitor = 0%; B2AR arrestin = -1.0%; Chronic BCR inh = -2%; ASM inhibitor = 2%; Coupling enz = 2
